From PubChem
GPR55 antagonists: GPR55 antagonists blocking LPI-driven arrestin recruitment, primary screen, imaging, U2OS, beta-arrestin-GFP, LPI agonist (AID 2013) | one-dose inhibition, % at 10 µM; IC50 in µM for titrated hits | U2OS GPR55 beta-arrestin-GFP translocation imaging, LPI antagonism; higher % means a stronger effect | hit rate 0.13% among 290,000;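 active = spots per cell inhibited over 60%, with over 100 cells counted and total cytoplasm intensity under 500,000; inconclusive = wells with under 100 cells, flagged as likely toxic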;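 also: U2OS cells stably carrying GPR55 and arrestin-GFP stimulated by 5 µM LPI near EC80; imaged beta-arrestin-GFP aggregate spots per cell after agonist stimulation; plate controls were LPI-stimulated DMSO wells for no effect and DMSO wells without LPI for full effect; some results filed as inactive read as strong as hits; confirmed hits need IC50 under 10 µM and bright autofluorescent wells are also inconclusive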
HIV fusion peptide: inhibitors of HIV fusion peptide binding, primary screen, biochemical, uHTS, fluorescence dequenching (AID 1986). inhibition, % at 20 µM, or IC50 in µM where a hit was titrated. hit rate 0.3% among 290,000. cell-free peptide binding, fluorescence dequenching, 30 min; higher % means a stronger effect; in the data active = inhibition mostly above about 52%, no sharp cut-off; inactive = mostly below about 76%; also: some results filed as inactive read as strong as hits
Dengue-2 NS5 capping: Dengue-2 NS5 methyltransferase inhibitors, primary screen, biochemical, confirmation dose response (AID 588689); Dengue-2 NS5 methyltransferase capping enzyme assay, biochemical; higher % means a stronger effect; one-dose inhibition, % at 25 µM; IC50 in µM for titrated hits; hit rate 0.3% among 340,000; in the data active = a potency from the dose series; inconclusive = inhibition above about 29% without an active follow-up result
GPR55 activation: selective activators of receptor GPR55 – imaging, U2OS cells, beta-arrestin-GFP redistribution, primary screen (AID 1961); hit rate 0.048% among 290,000; U2OS GPR55 beta-arrestin-GFP redistribution imaging; higher % means a stronger effect; one-dose activation, % at 10 µM; EC50 in µM for titrated hits;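 active = activation above 40% with more than 50 cells counted in the well; inconclusive = wells holding fewer than 50 cells, flagged as toxic or sparse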;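 also: U2OS osteosarcoma cells stably expressing GPR55 and beta-arrestin-GFP; plate controls were DMSO negative control for no effect and LPI positive control for full effect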
K1F lysis inhibition: inhibition of K1F phage lysis, E. coli UTI89, bacterial capsule biogenesis inhibitors, alamar blue (AID 488966). E. coli UTI89 K1F phage lysis, alamar blue, 2 h; higher % means a stronger effect. inhibition, % at 100 µM, or IC50 in µM where a hit was titrated. hit rate 0.02% among 340,000;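 active = phage lysis inhibition, versus mean bacterial control, above a set limit; inconclusive = no clear call, values can overlap the other calls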;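 also: capsule biogenesis inhibitors block K1F phage lysis so surviving cells raise fluorescence; higher fluorescence means more inhibition of phage lysis; actives were called in the ten point dose series up to 300 µM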
SIAH1 antagonists: Siah-1 peptide-binding antagonists, primary screen, biochemical, fluorescence polarization, rhodamine-plectin, uHTS (AID 1817); Siah-1 / rhodamine-plectin peptide fluorescence polarization; higher % means a stronger effect; displacement, % at 20 µM; hits with a dose series show IC50 in µM; hit rate 0.02% among 290,000;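 active = displacement of at least 50% at 20 µM, with a fluorescence ratio check between 0.3 and a set limit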;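 also: plate controls were Siah plus tracer with DMSO for no effect and tracer alone without Siah for full effect; strong numbers were not always called active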
GPR35 antagonists: GPR35 antagonists blocking zaprinast-driven arrestin recruitment, primary screen, imaging, U2OS, beta-arrestin-GFP, zaprinast agonist (AID 2058); U2OS GPR35 beta-arrestin-GFP translocation imaging, zaprinast antagonism; higher % means a stronger effect; hit rate 0.052% among 290,000; one-dose inhibition, % at 10 µM; IC50 in µM for titrated hits;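 active = inhibition of at least 50% with at least 30 cells and total cytoplasm GFP at most 10,000,000; inconclusive = under 30 cells or total GFP of 10,000,000 plus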
AID2073: disruptors of CaV2.2 binding to Mint1 – biochemical, HTRF (AID 2073) | HTRF protein-protein interaction, Mint1-CaV2.2; higher % means a stronger effect | inhibition, % at 20 µM; hits with a dose series show IC50 in µM | hit rate 0.19% among 290,000; in the data active = inhibition mostly above about 51%, no sharp cut-off; inconclusive = no clear call, values can overlap the other calls; inactive = mostly below about 53%; also: some results filed as inactive read as strong as hits
NTR1 agonist: agonists of NTR1, primary screen, imaging, U2OS cells, beta-arrestin-GFP, high content (AID 493036) | P30989 | NTR1-U2OS beta-arrestin-GFP spot imaging, agonist mode | activation, % at 20 µM | hit rate 0.17% among 330,000;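 active = activation at or above 40% of the spot to cytoplasm intensity ratio, with at least 20 cells analyzed; inconclusive = wells under 20 cells, flagged as cytotoxic or low count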;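 also: 0% = DMSO without peptide and 100% = 100 nM NTR1 peptide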
Target sequence (P30989 whole entry, looked up): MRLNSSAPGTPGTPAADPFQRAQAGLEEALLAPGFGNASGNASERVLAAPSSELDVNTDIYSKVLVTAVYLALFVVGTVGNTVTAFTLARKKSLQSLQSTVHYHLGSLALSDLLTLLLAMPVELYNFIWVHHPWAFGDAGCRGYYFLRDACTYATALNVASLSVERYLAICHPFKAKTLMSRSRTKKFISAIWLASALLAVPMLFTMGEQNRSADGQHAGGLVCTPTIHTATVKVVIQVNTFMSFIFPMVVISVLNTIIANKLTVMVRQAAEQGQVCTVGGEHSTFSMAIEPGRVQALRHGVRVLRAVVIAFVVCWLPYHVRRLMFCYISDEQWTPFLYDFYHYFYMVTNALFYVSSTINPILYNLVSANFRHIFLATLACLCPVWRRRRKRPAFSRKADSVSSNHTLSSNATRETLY
NTR1 agonist cell count 20 µM: also measured in NTR1 agonist; calls as there; cell count; measured here: cell count, cytotoxicity flag
Dengue-2 NS5 capping pilot replicate: recorded beside Dengue-2 NS5 capping, whose call it bears; inhibition, %; measured here: pilot screen replicate inhibition
* = called active by the depositor; u = inconclusive; x = not tested or not shown; [ ] = another dose, or the depositor's remark.

Preview (9 entries):
SMILES	GPR55 antagonists	HIV fusion peptide	Dengue-2 NS5 capping	GPR55 activation	K1F lysis inhibition	SIAH1 antagonists	GPR35 antagonists	AID2073	NTR1 agonist	NTR1 agonist cell count 20 µM	others
CC(C)C(=O)NC(NC(=S)Nc1ccc(S(N)(=O)=O)cc1)C(Cl)(Cl)Cl (configuration not stated)	5%	-1.3%	-10%	-0.2%	1.3%[50 µM]	0%	0%	-14%	5.9	64
CCn1cc(C(=O)OCC(=O)N2C(C)CCCC2C)c(=O)c2ccc(C)nc21 (configuration not stated)	-4%	-0.2%	2%	0.6%	0.2%	5%	9%	0%	2.2	40
CCSc1nc(N2CCOCC2)c2c(c1C#N)CC(C)(C)N(C)C2	7%	2.0%	8%	-0.1%	0.4%	3%	1%	8%	0.3	68
COc1ccc([N+](=O)[O-])cc1NS(=O)(=O)Cc1ccccc1	-3%	0.3%	-3%	-0.1%	0.0%	1%	6%	2%	0.0	75
Cc1ccccc1Nc1nnc(SCc2cc([N+](=O)[O-])cc3c2OCOC3)s1	9%	1.0%	-7%	0.0%	0.1%	-1%	26%	4%	3.9	73
CC(C)(Cc1ccccc1)NC(=O)C(=O)c1cn(CC(=O)N2CCOCC2)c2ccccc12	-2%	-1.9%	-12%	-0.1%	0.1%	-6%	16%	15%	-0.3	61
Cc1cccc(C(=O)NC2CCN(C(=O)Nc3ccc(F)cc3)CC2)c1	-7%	1.7%	-6%	0.2%	0.2%	-7%	-2%	-1%	3.1	48
COc1ccc(-c2oc3ccccc3c2C(=O)OCc2ccccc2OC)cc1	-4%	2.7%	14%	0.4%	-1.1%	5%	7%	13%	-1.5	93
COc1ccc(NC(=O)CSc2nnc(-c3cccs3)n2Cc2ccco2)cc1OC	2%	1.4%	-1%	-0.2%	5.6%	0%	12%	-3%	-1.1	57

The list itself (from the top)
SMILES	GPR55 antagonists	HIV fusion peptide	Dengue-2 NS5 capping	GPR55 activation	K1F lysis inhibition	SIAH1 antagonists	GPR35 antagonists	AID2073	NTR1 agonist	NTR1 agonist cell count 20 µM	others
CC(C)C(=O)NC(NC(=S)Nc1ccc(S(N)(=O)=O)cc1)C(Cl)(Cl)Cl (configuration not stated)	5%	-1.3%	-10%	-0.2%	1.3%[50 µM]	0%	0%	-14%	5.9	64
CCn1cc(C(=O)OCC(=O)N2C(C)CCCC2C)c(=O)c2ccc(C)nc21 (configuration not stated)	-4%	-0.2%	2%	0.6%	0.2%	5%	9%	0%	2.2	40
CCSc1nc(N2CCOCC2)c2c(c1C#N)CC(C)(C)N(C)C2	7%	2.0%	8%	-0.1%	0.4%	3%	1%	8%	0.3	68
COc1ccc([N+](=O)[O-])cc1NS(=O)(=O)Cc1ccccc1	-3%	0.3%	-3%	-0.1%	0.0%	1%	6%	2%	0.0	75
Cc1ccccc1Nc1nnc(SCc2cc([N+](=O)[O-])cc3c2OCOC3)s1	9%	1.0%	-7%	0.0%	0.1%	-1%	26%	4%	3.9	73
CC(C)(Cc1ccccc1)NC(=O)C(=O)c1cn(CC(=O)N2CCOCC2)c2ccccc12	-2%	-1.9%	-12%	-0.1%	0.1%	-6%	16%	15%	-0.3	61
Cc1cccc(C(=O)NC2CCN(C(=O)Nc3ccc(F)cc3)CC2)c1	-7%	1.7%	-6%	0.2%	0.2%	-7%	-2%	-1%	3.1	48
COc1ccc(-c2oc3ccccc3c2C(=O)OCc2ccccc2OC)cc1	-4%	2.7%	14%	0.4%	-1.1%	5%	7%	13%	-1.5	93
COc1ccc(NC(=O)CSc2nnc(-c3cccs3)n2Cc2ccco2)cc1OC	2%	1.4%	-1%	-0.2%	5.6%	0%	12%	-3%	-1.1	57
O=c1c2ccccc2ncn1-c1ccc([N+](=O)[O-])cc1[N+](=O)[O-]	-3%	-1.0%	-5%	0.0%	0.1%	-1%	-1%	4%	0.3	103
CC(c1ccc(F)cc1)n1c(Cn2ncc3ccccc3c2=O)n[nH]c1=S (configuration not stated)	-2%	3.7%	-8%	-0.1%	-0.3%	2%	-4%	u	0.7	34
Cn1c(=O)c2c(ncn2CC(=O)N/N=C/C(Br)=C/c2ccccc2)n(C)c1=O	5%	3.4%	1%	0.9%	-12%	6%	-2%	2%	0.5	54
COc1cc(NC(=O)COC(=O)CCOc2ccc(C)cc2)cc(OC)c1	17%	-0.9%	-5%	-0.1%	0.7%[50 µM]	4%	14%	12%	1.1	70
CNCc1ccccc1OCC(=O)Nc1ccccc1	14%	1.0%	-7%	-0.1%	2.1%	0%	2%	0%	1.4	67
COc1ccc(C(=O)C(CCC(CNC(C)(C)C)C(=O)c2ccc(OC)cc2)CNC(C)(C)C)cc1 (configuration not stated)	13%	-0.5%	-29%	0.3%	0.6%[50 µM]	1%	0%	-12%	x	x
CCOC(=O)N1CCN(C(=O)Nc2ccccc2)CC1	20%	1.0%	1%	-0.1%	0.6%	-3%	-2%	-2%	-0.6	58
COc1cccc(CN2CCNC(=O)C2CC(=O)N(C)C2CCCCC2)c1 (configuration not stated)	16%	3.0%	7%	-0.1%	0.7%	-2%	-8%	-4%	-0.5	60
O=C(Nc1nc2c(s1)CCCC2)c1cccc(S(=O)(=O)N2CCCc3ccccc32)c1	11%	1.1%	-4%	0.1%	-4.1%	12%	-8%	18%	2.0	61
O=S(=O)(Nc1ncccn1)c1ccc(F)cc1	0%	0.3%	-9%	-0.2%	0.0%	-2%	-2%	1%	-0.2	59	Dengue-2 NS5 capping pilot replicate=-4.0
CCOc1cc(/C=C/C(=O)c2ccc(O)cc2)ccc1OCC(=O)N(C)C	3%	-1.3%	-6%	0.7%	0.2%	0%	5%	17%	0.7	37
Cc1cccc(-c2cc3nc(C)cc(NCCCN(C)C)n3n2)c1	3%	-2.2%	1%	-0.1%	-0.1%	4%	-15%	3%	1.5	54
COc1cccc(C(O)Cc2nc3ccccc3n2C)c1OC (configuration not stated)	-12%	-0.3%	-5%	0.1%	-0.4%	5%	-3%	0%	1.6	51
CC1(C)Cc2ccccc2C2CC(O)C(=O)N21 (configuration not stated)	11%	-16%	-3%	-0.1%	0.5%	10%	21%	5%	-1.0	54
c1ccc(-c2csc3ncnc(N4CCc5ccccc5C4)c23)cc1	53%	-0.5%	-5%	-0.2%	0.3%[50 µM]	0%	31%	-1%	x	x
N=C1C(c2nc3ccccc3s2)=C(O)CN1c1ccccc1	-5%	-0.5%	0%	-0.1%	0.2%	-1%	32%	6%	0.1	76
N#Cc1ccc(COC(=O)CSc2nnc(N)s2)cc1	10%	4.0%	-7%	-0.2%	-9.4%	2%	6%	9%	0.6	52
CCCCC(=O)Nc1ccc(C(=O)NNC(=O)CCc2ccccc2)cc1	3%	1.7%	2%	-0.1%	2.9%	0%	7%	-3%	2.1	47
O=C(O)c1cc2c(cc1NC(=O)c1c(F)cccc1F)OCCCO2	5%	2.9%	-7%	0.0%	1.2%	8%	8%	18%	0.8	56
O=C(Nc1ccccc1)c1ccc(-c2ccccc2)s1	9%	5.8%	-5%	0.3%	0.4%	13%	2%	38%	-1.5	33
COC(=O)C1=C(NC(=O)c2ccc(C)cc2)CCS1	16%	1.9%	4%	-0.1%	-0.1%	-2%	7%	10%	2.6	65
CCOC(=O)c1nc2ccccc2nc1C	8%	-0.4%	-3%	-0.1%	0.8%[50 µM]	2%	-4%	3%	0.4	27
CCOC(=O)N1CCC(N(CCCOC)C(=O)Nc2cccc(OC)c2)CC1	-9%	-2.2%	1%	-0.1%	7.1%	0%	0%	33%	-1.8	46
COC(=O)c1cccc(NC(=O)Nc2ccccc2OC)c1	8%	1.0%	0%	0.1%	0.0%	0%	7%	-3%	1.2	94
O=c1[nH]c(-c2cccnc2)nc2sc(-c3ccccc3)cc12	-2%	-1.0%	2%	2.0%	0.8%	11%	8%	-2%	0.4	32
CCCc1oc(C(=O)O)cc1CN1CCOCC1	11%	1.2%	-2%	-0.1%	-0.1%	0%	-12%	-4%	-1.0	53
Cc1ccc(O)c(CC(C)C)n1	13%	-0.2%	-3%	-0.2%	0.7%	9%	-6%	-1%	-0.3	49
CC(=O)Nc1ccc(C)cc1NC(C)=O	-2%	-0.1%	-2%	-0.4%	0.5%	-1%	4%	6%	-1.4	70
CC(C)c1ccc(N2C(=O)CC(Sc3ncn[nH]3)C2=O)cc1 (configuration not stated)	-5%	0.1%	-1%	-0.1%	-11%	-2%	-8%	-14%	-4.9	83
CCC(=O)N1CCc2cc(S(=O)(=O)N3CCCCC3CC)ccc21 (configuration not stated)	-4%	0.4%	-5%	0.0%	2.0%	5%	20%	0%	0.9	54
O=C(CN1CCCCCC1=O)OCc1ncc(-c2ccccc2)o1	-1%	-0.6%	-4%	0.2%	0.4%	9%	6%	7%	0.8	86
CCc1ccc(C(C)NC(=S)NC2CCCCC2)cc1 (configuration not stated)	2%	-0.9%	-5%	-0.1%	-0.7%[50 µM]	1%	8%	-7%	3.3	67
CCn1c(C)c(C(C)=O)c(N2CCN(c3ccc(F)cc3)CC2)nc1=S	0%	1.5%	-3%	0.3%	-0.7%	1%	-12%	-6%	-1.4	77
CC(C)Sc1nc2c([nH]1)c(=N)ncn2Cc1ccccc1	-12%	-0.9%	-10%	0.2%	0.1%	-3%	-21%	-7%	-0.4	30
Cc1nnc(SCC(=O)Nc2ncc3c(n2)CC(c2ccccc2)CC3=O)s1 (configuration not stated)	12%	2.0%	-2%	0.0%	0.8%	5%	-8%	-2%	-0.7	93
